High-throughput results as filed in PubChem.
SIAE inh: inhibitors of human sialic acid acetylesterase SIAE. SIAE FP-Rh probe binding, fluorescence polarization. inhibition, % at 9.66 µM. 0.69% of 370,000 active. AID 1053197;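 active = inhibition above a cutoff: mean of compounds within the control limits plus 3 SD of those, cut at about 17% in these data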;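 also: 0% = plate median of compound wells and 100% = probe without SIAE protein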
PRMT1 FP inh: inhibitors of human PRMT1; recombinant PRMT1, activity-based probe fluorescence polarization; inhibition, % at 2.79 µM; 1.3% of 370,000 active; AID 652257;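 active = inhibition above about 21% made by adding two undisclosed values, limit read from the data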
mABHD4 FP: inhibitors of mouse ABHD4; Q8VD66; purified mABHD4, FP-Rh probe fluorescence polarization; inhibition, % at 8.92 µM; 0.54% of 370,000 active; AID 720543;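 active = inhibition exceeding the mean over every tested compound plus 3 SD, cut at about 30% in these data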;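 also: 0% = plate median of compound wells and 100% = S159A mutant with DMSO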
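Test system: mouse ABHD4 enzyme, wild type. Reagent: FP-Rh fluorescent activity-based probe, added after compound pre-incubation. Timing: pre-incubation 45 min, probe exposure 60 min, at 25 °C. Technique: FP readout, ex 525 nm / em 598 nm. Benchmarks: high control S159A mutant with DMSO, low control median of compound wells.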
rCAG binder: binds r(CAG) RNA repeats | r(CAG) RNA repeat, TO-PRO-1 dye displacement fluorescence | inhibition, % at 3 µM | 1.3% of 370,000 active | AID 651821;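 active = inhibition above the plate cutoff, the mean of all test compounds on that plate plus 3 SD, cut at about 35% in these data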;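 also: 0% = DMSO alone and 100% = 100 µM mitoxantrone as full dye displacement; higher means more dye released from RNA so lower well fluorescence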
TCR-CD3 inh: inhibitors of human TCR-CD3 interaction | TAMRA-labeled TCR probe fluorescence, biochemical | 0.37% of 360,000 active | inhibition, % at 9.4 µM; in the data active = inhibition above about 19%;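 also: recombinant mutant TCR 2C K166C tagged with TAMRA read by polarization; 0% = receptor in buffer alone and 100% = receptor with positive control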
LEDGF integ inh: blocks HIV-1 LEDGF/p75-dependent DNA integration; TR-FRET IN-LEDGF/p75 DNA integration, Eu/Cy5; 0.64% of 370,000 active; inhibition, % at 3.7 µM; AID 743269;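 active = inhibition above the screen-wide mean plus 3 SD, cut at about 13% in these data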;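 also: signal is the Cy5 over europium emission ratio at 671 and 618 nm; 0% = plate median of compound wells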
NR1D1 modulator: Rev-erb alpha (human) modulation; Rev-erbα–FITC-DNA binding, fluorescence polarization, 90 min; activity, % at 10 µM; 0.79% of 370,000 active;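 active = activity above about 14%, limit read from the data; passing the limit was not always enough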;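 also: 0% = DMSO wells with 35 nM protein and 100% = DMSO wells with 750 nM protein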
Target sequence (P20393 whole entry, looked up): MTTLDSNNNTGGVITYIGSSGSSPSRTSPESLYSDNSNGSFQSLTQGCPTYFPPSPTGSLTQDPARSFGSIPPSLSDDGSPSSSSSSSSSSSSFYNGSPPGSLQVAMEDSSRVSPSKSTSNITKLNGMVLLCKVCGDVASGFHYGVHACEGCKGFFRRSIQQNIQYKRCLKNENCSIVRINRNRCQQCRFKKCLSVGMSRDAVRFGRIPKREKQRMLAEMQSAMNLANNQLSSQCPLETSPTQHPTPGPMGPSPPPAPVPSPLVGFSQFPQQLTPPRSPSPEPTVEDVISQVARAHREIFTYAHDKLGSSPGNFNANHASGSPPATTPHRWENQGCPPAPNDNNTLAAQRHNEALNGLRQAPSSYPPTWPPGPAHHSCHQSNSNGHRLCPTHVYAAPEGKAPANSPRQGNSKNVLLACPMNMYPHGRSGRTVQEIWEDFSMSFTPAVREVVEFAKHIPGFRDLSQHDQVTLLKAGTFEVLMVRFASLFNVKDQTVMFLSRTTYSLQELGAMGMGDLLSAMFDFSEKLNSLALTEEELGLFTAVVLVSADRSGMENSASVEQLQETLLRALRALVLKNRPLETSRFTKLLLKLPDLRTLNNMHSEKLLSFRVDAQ
HTRA1 inhibitor: inhibitors of human serine peptidase HTRA1; inhibition, % at 5.96 µM; 0.5% of 340,000 active; recombinant HTRA1, FP-rhodamine activity-based probe, fluorescence polarization; AID 504803; in the data active = inhibition above about 36%;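 also: 0% = enzyme with DMSO and 100% = wells lacking enzyme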
Target sequence (Q92743 whole entry, looked up): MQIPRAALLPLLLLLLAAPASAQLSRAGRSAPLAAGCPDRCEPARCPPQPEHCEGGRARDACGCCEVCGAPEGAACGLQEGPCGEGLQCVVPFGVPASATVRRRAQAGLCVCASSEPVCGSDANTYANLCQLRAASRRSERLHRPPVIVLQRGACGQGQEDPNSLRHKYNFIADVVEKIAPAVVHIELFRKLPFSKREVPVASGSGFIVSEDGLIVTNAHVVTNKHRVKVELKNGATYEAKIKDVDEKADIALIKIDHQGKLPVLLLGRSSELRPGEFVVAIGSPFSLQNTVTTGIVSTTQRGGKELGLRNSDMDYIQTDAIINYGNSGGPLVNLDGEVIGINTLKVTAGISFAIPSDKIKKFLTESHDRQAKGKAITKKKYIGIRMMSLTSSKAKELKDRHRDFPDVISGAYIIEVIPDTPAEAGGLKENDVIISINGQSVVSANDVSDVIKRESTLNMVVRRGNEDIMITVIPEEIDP
PG9 binder: PG9 antibody binding by small molecule | inhibition, % at 6.7 µM | TR-FRET gp120-PG9 antibody binding | 0.43% of 360,000 active; in the data active = inhibition above about 8.5%
TDP2 absorb: blocks human TDP2 phosphodiesterase activity; 0.34% of 370,000 active; inhibition, % at 12.8 µM; recombinant TDP2, T5PNP hydrolysis, p-nitrophenol absorbance 415 nm; O95551;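 active = inhibition above the mean of all tested compounds plus 3 SD, set per campaign, cut at about 25% in these data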;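 also: 0% = DMSO with enzyme and 100% = buffer with substrate but no TDP2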
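Test system: human TDP2 enzyme; Input: 120 nM TDP2 per well; Buffer or medium: Mg2+-containing Tris-HCl buffer, pH 7.5; Reagent: 5 mM T5PNP; Dosing: 12.8 µM single point, 1% DMSO; Incubation: reaction 2 h, 37 °C; Detection: p-Nitrophenol epi absorbance; Read-out: % inhibition relative to enzyme-containing and enzyme-free wells; Replicates: single well per compound.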
The depositor's hits bear a star; . = no result given. These rows are one share of the data, so the mix of outcomes need not match the whole.

Values run as follows: SIAE inh | PRMT1 FP inh | mABHD4 FP | rCAG binder | TCR-CD3 inh | LEDGF integ inh | NR1D1 modulator | HTRA1 inhibitor | PG9 binder | TDP2 absorb
Cc1c(Cl)cccc1NC(=O)CNC(=O)Cc1n[nH]c(=O)c2ccccc12
→ 0 | 1 | 0 | 3 | -4 | -2 | 0 | 4 | -2.4 | 4
CCOC(=O)C1=C(C)NC(=O)NC1c1ccsc1 (stereo not given)
→ 1 | -2 | 4 | 1 | -4 | 1 | 8 | 9 | -0.6 | 2
CSCCC(NC(=O)c1ccc(Cl)cc1Cl)C(=O)OCC(N)=O (stereo not given)
→ 5 | -4 | -1 | -2 | 3 | 3 | -1 | 1 | -0.2 | 4
COC(=O)c1ccc(N2CCN(c3ccccc3)CC2)c(NC(=O)C2CC2)c1
→ 3 | 5 | 4 | -4 | -9 | 2 | -5 | 12 | 1.8 | 10
N#C/C(C(N)=O)=C1/SC(Cc2ccc(F)cc2)C(=O)N1c1ccccc1 (stereo not given)
→ -5 | 4 | 1 | 1 | -9 | -9 | 7 | 0 | 0.2 | -3
COc1cccc(C(=O)N2CCN(S(=O)(=O)Cc3ccccc3)CC2)c1
→ 0 | 2 | 0 | -4 | 2 | -2 | -4 | -2 | -3.7 | 12
COc1cccc(CNn2c(-c3cccc(C)c3)nc3ccccc3c2=O)c1O
→ 1 | 0 | 6 | -3 | -1 | -2 | 2 | -7 | 1.4 | 1
OCCNc1ncnc2ccc(Br)cc12
→ 4 | -1 | 5 | 2 | 1 | -1 | -3 | -1 | 1.4 | -4
COc1ccc2nc(SCC(=O)Nc3c(C)cccc3C)[nH]c2c1
→ 3 | -4 | 5 | -5 | 9 | -2 | -3 | -5 | -0.5 | 5
Cc1cc(C(=O)OCC(=O)N2CCOCC2)c(C)n1-c1ccccc1
→ 9 | 5 | -5 | 1 | 1 | 1 | 5 | 1 | 2.1 | -3
Cc1ccc(OCCN(C)C(=O)C2CCC(=O)N(CCCN3CCOCC3)C2)cc1 (stereo not given)
→ 5 | 3 | -4 | -8 | -4 | -1 | 0 | 7 | 1.8 | -1
Cc1sc2ncnc(SCC(=O)NC(C)C(C)C)c2c1C (stereo not given)
→ 3 | -2 | -2 | -4 | 3 | -4 | -3 | -2 | -0.4 | -2
C/C(N)=C(/C#N)C(=O)COC(=O)c1ccc(NC(N)=O)cc1
→ 0 | -5 | -5 | 3 | 0 | -1 | 1 | -2 | 0.4 | -5
O=C(Cc1ccccc1)Nc1ccc2c(c1)OC1(CCCC1)O2
→ 5 | -3 | 0 | -1 | -4 | -4 | 1 | -9 | -1.9 | 8
Cc1ccc(-n2nnnc2Sc2nc([N+](=O)[O-])nn2C)cc1
→ -1 | -3 | 0 | 0 | 4 | -4 | -2 | -1 | -2.1 | -7
CC(=O)c1c(C)[nH]c(C(=O)Nc2nc(-c3ccccc3)c(C)s2)c1C
→ 4 | -2 | 2 | 1 | 2 | 0 | 1 | 2 | 0.2 | -7
COc1ccc(/C=C2/C(=O)OCc3cc(OC)c(OC)cc32)c(OC)c1
→ -44 | 4 | 0 | -2 | 6 | 3 | -8 | 8 | -1.9 | 4
COc1ccc(CCN2C(=O)C(C)=C(C)C2=O)cc1OC
→ -4 | 2 | 3 | -3 | -3 | -2 | -4 | 7 | -1.4 | 11
CC(=O)Oc1ccc2c(=O)oc(-c3ccccc3C)nc2c1
→ 4 | -2 | -5 | 5 | -13 | 3 | -3 | -1 | 0.2 | -17
CC(C)n1nc(C(=O)OCC(=O)c2c[nH]c3ccccc23)c2ccccc2c1=O
→ -9 | 1 | -15 | 6 | 8 | -3 | 1 | -48 | -0.3 | 8
COc1ccc(NC(=O)CN(C)S(=O)(=O)c2cnc[nH]2)cc1Cl
→ -4 | -7 | 0 | 1 | 2 | 2 | -3 | 7 | -3.1 | 6
COc1cccc(CNC(=O)CSc2nnc3c(n2)[nH]c2ccc(F)cc23)c1
→ -4 | -1 | 3 | 4 | 5 | -1 | -4 | 6 | 0.0 | -11
CSCCC(C(=O)O)N1C(=O)c2ccc(C(=O)O)cc2C1=O (stereo not given)
→ 8 | -1 | -1 | 0 | 5 | -4 | -4 | 2 | 0.4 | -2
CC(CC(=O)NCCc1ccc(Cl)cc1)S(=O)(=O)c1ccc2c(c1)NC(=O)CO2 (stereo not given)
→ -1 | -1 | 4 | 0 | 15 | 2 | -1 | 2 | -1.9 | 13
CSc1cccc(CN2CCN(Cc3ccccc3)C(CCO)C2)c1 (stereo not given)
→ 2 | -2 | 3 | -8 | 4 | -5 | -2 | 2 | -2.3 | 0
COc1ccc(S(=O)(=O)NC(C)C(=O)NCC2CCCO2)cc1OC (stereo not given)
→ 2 | -1 | 1 | 4 | 5 | 0 | 5 | 3 | 0.8 | -12
CN(C)CCNC(=O)c1ccccc1-c1ccccc1
→ -3 | -3 | -2 | 1 | 1 | -3 | 3 | 6 | -1.1 | -2
Cc1c(C(Nc2ccccn2)c2ccc(Cl)cc2)c(=O)n(-c2ccccc2)n1C (stereo not given)
→ 6 | -2 | -7 | -5 | 0 | 2 | 0 | 2 | 1.3 | -7
COc1ccc(NS(=O)(=O)c2cccc(C(=O)NNC(=O)c3cncc(Br)c3)c2)cc1
→ 13 | -3 | 6 | 11 | -7 | -1 | 4 | -6 | 2.7 | 2
COCCn1c(C)cc(C(=O)COC(=O)/C=C/c2c(C)nn(C3CCS(=O)(=O)C3)c2Cl)c1C (stereo not given)
→ 9 | 1 | -8 | -6 | 9 | -1 | 1 | -2 | -0.5 | 5
COc1ccc(C2/C(=C(\O)c3cc(C)ccc3C)C(=O)C(=O)N2CCN(C)C)cc1OC (stereo not given)
→ 3 | 1 | 1 | 1 | -7 | 2 | 0 | 6 | -0.7 | -3
Cc1ccc(Nc2nnc(C3C(=O)N(C)C4(C)CC3c3cc(Br)ccc3O4)s2)cc1 (stereo not given)
→ 6 | 2 | 7 | 3 | 0 | -3 | -1 | -26 | -0.1 | -9
CCOC(=O)CC(NC(=O)Cc1ccccc1)c1ccccc1Cl (stereo not given)
→ -11 | 1 | -4 | -3 | -8 | 1 | 0 | -1 | 0.3 | -1
O=C(NNc1ccccc1)C(=O)NNc1ccccc1
→ 5 | 3 | 11 | 3 | 2 | -4 | 5 | 4 | 0.1 | 5
CCn1nc(C(=O)Nc2cccc(S(=O)(=O)N3CCCC3)c2)c2ccccc2c1=O
→ -7 | -2 | -10 | 5 | -3 | -3 | -4 | -22 | -1.1 | -2
O=C1C(=O)c2ccccc2C(O)=C1c1ccccc1F
→ 4 | -1 | 0 | -1 | -10 | -4 | 5 | 7 | -4.6 | 1
O=C(COc1cccc2cccnc12)N/N=C/c1cccn1-c1ccc(F)cc1
→ -4 | -2 | -1 | 1 | 4 | 1 | -7 | -14 | -1.2 | 10
CCCC(C)NC(=O)C1CCN(C(=O)C2CC(=O)N(c3ccc(C)cc3)C2)CC1 (stereo not given)
→ 9 | -3 | -5 | -2 | 2 | 0 | -1 | 5 | -0.5 | -7
CCOC(=O)C(=NC1CCS(=O)(=O)C1)NNc1ccc(Br)cc1 (stereo not given)
→ 4 | 13 | 10 | -1 | 1 | -7 | -2 | -1 | -3.0 | -3
COc1ccc(NC(=O)NCc2ccc(Cl)cc2)cc1
→ 2 | -1 | -2 | -3 | -2 | -1 | -2 | 4 | 1.6 | 4

Quoted from the listing for reference:
Values run as follows: SIAE inh | PRMT1 FP inh | mABHD4 FP | rCAG binder | TCR-CD3 inh | LEDGF integ inh | NR1D1 modulator | HTRA1 inhibitor | PG9 binder | TDP2 absorb
Cc1c(Cl)cccc1NC(=O)CNC(=O)Cc1n[nH]c(=O)c2ccccc12
→ 0 | 1 | 0 | 3 | -4 | -2 | 0 | 4 | -2.4 | 4
CCOC(=O)C1=C(C)NC(=O)NC1c1ccsc1 (stereo not given)
→ 1 | -2 | 4 | 1 | -4 | 1 | 8 | 9 | -0.6 | 2

The list goes on:
Values run as follows: SIAE inh | PRMT1 FP inh | mABHD4 FP | rCAG binder | TCR-CD3 inh | LEDGF integ inh | NR1D1 modulator | HTRA1 inhibitor | PG9 binder | TDP2 absorb
CN(CC(=O)Nc1ccccc1C(F)(F)F)C(=O)c1ccc(N2C(=O)CCC2=O)cc1
→ 2 | 3 | 6 | -4 | -9 | -5 | 4 | -5 | 0.3 | -3
O=C(CCC(=O)Nc1ccccc1)NNC(=O)COc1ccccc1
→ -6 | 4 | -3 | -1 | 2 | -7 | -6 | 2 | -0.1 | 1
O=C(Nc1ccc(F)cc1)c1ccc(C(=O)N2CCCC(O)C2)cc1 (stereo not given)
→ 6 | -2 | 4 | -1 | 0 | -1 | 0 | -3 | 0.3 | 9
CCCNC(=O)CN(Cc1ccccc1F)S(=O)(=O)c1ccc(C)cc1
→ -1 | -1 | -6 | -6 | -4 | -4 | -5 | 0 | -2.5 | 1
O=C(Nc1ccc(Cl)c(C(F)(F)F)c1)C1Cc2c(-c3ccccc3)ccnc2O1 (stereo not given)
→ -57 | -3 | -25 | 6 | 0 | -1 | -2 | . | 0.0 | -2
CCC(C)C(=O)Nc1nc2ccc(S(C)(=O)=O)cc2s1 (stereo not given)
→ 3 | 1 | -1 | 2 | 3 | 1 | 3 | 0 | 0.7 | 19
O=C(CSc1nc2ccccc2c(=O)n1-c1ccc(F)cc1)Nc1ccc(C(=O)O)cc1
→ -5 | 2 | -18 | 8 | -1 | 3 | 6 | -2 | 0.7 | -2
COC1=C(Br)C(=O)c2ncccc2C1=O
→ 22* | 2 | 11 | 5 | 3 | 15* | 9 | 18 | -6.4 | 94*
COc1ccc([N+](=O)[O-])cc1C(=O)Nc1ccc(OCC(=O)N2CCOCC2)cc1
→ 1 | 0 | -2 | 1 | 8 | 0 | -4 | 1 | -2.1 | 7
S=c1[nH]nc(-c2cccs2)n1Cc1ccccc1
→ 0 | 12 | -10 | 2 | 0 | -4 | 0 | 0 | 1.0 | -11
CN1CCN(C(=O)NC2CCCN2S(=O)(=O)c2ccc(Cl)cc2)CC1 (stereo not given)
→ -7 | -3 | -9 | 2 | -2 | 3 | 4 | -3 | -0.5 | -7
O=C1CCCN1CCCNc1nc(NCc2cccs2)nc2ccsc12
→ 3 | 2 | -1 | -1 | -4 | 2 | 1 | . | 0.2 | 1
CNS(=O)(=O)c1cc(OC)c(OC)cc1CC(=O)OC
→ 4 | -3 | -2 | -3 | 4 | 3 | 4 | 9 | -1.6 | 4
CC(CNC(=O)c1cc(COc2ccc3ncccc3c2)on1)c1ccccc1 (stereo not given)
→ 0 | 2 | -7 | -4 | 1 | -1 | -5 | -16 | 0.7 | -1
CCN1CCN(C(=O)c2cn(CC)c3ccc(S(=O)(=O)N(C)C)cc3c2=O)CC1
→ -4 | -2 | 10 | 6 | 4 | -1 | -2 | 0 | -1.1 | -4
CCOc1ccc(N2C(=O)C3C(c4ccccc4F)NN(C(=O)c4ccc(C)cc4)C3C2=O)cc1 (stereo not given)
→ 2 | -1 | 0 | 6 | -1 | -1 | 1 | -1 | -0.2 | 0
